CCT modulator – cytosolic chaperonin activity modulation. purified chaperonin ATPase assay, HTRF ADP detection, 30 min. activity change, % (concentration not given with the values), hits read low. 0.3% of 360,000 active; in the data active means activity change below about -30%; further: on the % scale 0 is the no-effect control and ±100 the full control effect
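Nucleotide hydrolysis assay: TRiC at 20–40 nM final (set by batch activity) with 10 uM ATP, 30 min at 37 °C, in presence of 76 uM compound. Detection by competitive ADP HTRF, 30 min ambient.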
TGFb inhibitor – inhibitors of TGF-b signaling. HepG2 CAGA-GFP TGF-b/SMAD3 reporter, GFP fluorescence, 18 h; TGF-beta stimulated, 500 pg/mL final. Potency, µM (top dose mostly 46.1 µM), for inactives: at the highest dose activity, negative = inhibition, usual class: inhibitors. 1.2% of 410,000 active; further: potency means the concentration at half of the fitted maximal effect; on the % scale 0 is the no-effect control and ±100 the full control effect; nearly all actives have a fitted effect of over 65% in size
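Inhibition was scored as loss of TGF-beta-induced (500 pg/mL final, 18 hours, 37 degrees C) GFP in HEPG2 cells carrying a CAGA-GFP reporter, in DMEM with 1% FBS. Well GFP was summed per cell; Activity was normalised to unstimulated and stimulated DMSO wells, then concentration-response fitting.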
EPAC2 antagonist – blocks human EPAC2 exchange factor. Q8WZA2. EPAC2 GEF exchange of Rap1B-BODIPY-GDP, fluorescence. Potency, µM (doses to about 114 µM), for inactives: at the highest dose activity, negative = inhibition, most hits filed as inhibitors. 0.18% of 360,000 active. AID 720708; further: potency means the concentration at half of the fitted maximal effect; on the % scale 0 is the no-effect control and ±100 the full control effect; nearly all actives have a fitted effect of over 45% in size; many of its hits are not listed in these tables
Target sequence (Q8WZA2 whole entry, looked up): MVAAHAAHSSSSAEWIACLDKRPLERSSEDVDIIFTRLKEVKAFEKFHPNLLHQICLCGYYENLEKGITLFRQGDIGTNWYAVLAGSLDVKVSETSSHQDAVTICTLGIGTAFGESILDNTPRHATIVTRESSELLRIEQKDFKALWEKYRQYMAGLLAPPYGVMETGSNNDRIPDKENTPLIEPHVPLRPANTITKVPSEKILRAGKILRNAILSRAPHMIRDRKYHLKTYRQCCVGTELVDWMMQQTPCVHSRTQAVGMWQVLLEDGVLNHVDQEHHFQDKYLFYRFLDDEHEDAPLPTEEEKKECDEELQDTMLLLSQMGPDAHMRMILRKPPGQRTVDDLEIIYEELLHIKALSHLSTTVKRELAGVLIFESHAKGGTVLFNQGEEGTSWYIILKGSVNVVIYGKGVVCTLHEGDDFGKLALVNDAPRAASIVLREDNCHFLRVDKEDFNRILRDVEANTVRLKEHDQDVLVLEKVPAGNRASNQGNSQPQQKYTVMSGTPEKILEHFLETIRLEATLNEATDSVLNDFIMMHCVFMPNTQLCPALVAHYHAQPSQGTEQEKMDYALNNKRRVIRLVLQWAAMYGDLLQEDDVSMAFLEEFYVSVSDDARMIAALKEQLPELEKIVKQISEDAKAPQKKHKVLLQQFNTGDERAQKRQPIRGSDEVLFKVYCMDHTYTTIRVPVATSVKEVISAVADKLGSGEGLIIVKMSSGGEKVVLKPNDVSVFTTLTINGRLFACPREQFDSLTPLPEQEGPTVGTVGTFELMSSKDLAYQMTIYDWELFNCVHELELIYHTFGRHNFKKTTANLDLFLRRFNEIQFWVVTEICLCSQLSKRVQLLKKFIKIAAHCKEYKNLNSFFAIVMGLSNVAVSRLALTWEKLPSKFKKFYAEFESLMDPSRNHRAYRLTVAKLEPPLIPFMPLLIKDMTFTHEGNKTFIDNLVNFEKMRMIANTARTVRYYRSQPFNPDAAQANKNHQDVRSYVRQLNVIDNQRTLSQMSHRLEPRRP
Nrf2 ARE act – activators of Nrf2 (ARE) signaling. AID 624171. AREc32 ARE-luciferase reporter (MCF7-derived line), luminescence, 24 h. 0.31% of 410,000 active. Potency, µM (highest dose often 46.1 µM), inactives show top-dose activation, actives largely listed as activators; further: potency means the concentration at half of the fitted maximal effect; % of control where 0% means no effect; nearly all actives have a fitted effect of over 65% in size
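Reporter line AREc32 (ARE-Fluc), seeded overnight in OPTI-MEM with 5% FBS; compound pin-transferred, 24 hr at 37 deg C, 5% CO2; luminescent read-out.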
Nrf2 block – blocks Nrf2 signaling. Potency, µM (highest dose often 46 µM), for inactives: at the top dose activity change, negative = inhibition, hits mostly inhibitors. A549 ARE-Fluc reporter, luciferase luminescence, 18-24 h. 2.1% of 360,000 active; further: potency means the concentration at half of the fitted maximal effect; on the % scale 0 is the no-effect control and ±100 the full control effect; nearly all actives have a fitted effect of over 60% in size
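Two sequential reads on A549 ARE_Fluc cells exposed to compound for 18-24 h: a CellTiter-Fluor fluorescence read for viability, then a luciferase luminescence read for Nrf2/ARE activity.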
pAkt inh – blocks phosphorylation of Akt; activity change, % for hits at 50 µM; 0.32% of 360,000 active; Neuro2A IGF-stimulated pAkt S473 HTRF, 20 min; hits give low values; AID 651550; in the data active means activity change below about -80%; inconclusive means mostly about -51% to -80%; further: on the % scale 0 is the no-effect control and ±100 the full control effect
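Neuro2A cells (4,500/well, DMEM with 0.5% FBS) were treated with compound at a single 50 µM final concentration, stimulated with 6 nM IGF for 20 min at 37 °C, and lysed. Phospho-Akt Ser473 was read by HTRF as 665/615 ratio ×10^4.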
EPAC2 agonist – activates human EPAC2 exchange factor. Q8WZA2. EPAC2 activation, biochemical qHTS; response scale: 100% = 6.5 mM cAMP response. Potency, µM (titrated, usually from 154 µM), without a hit: top-dose activation, hits mostly activators. 0.079% of 360,000 active; further: potency means the concentration at half of the fitted maximal effect; nearly all actives have a fitted effect of over 50% in size
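Compounds were added across a concentration range to EPAC2 (100 nM), RAP1B-BODIPY-GDP (250 nM) and GDP (50 uM). After 5 min at room temperature, fluorescence was recorded at 5-min intervals for 30 min.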
A549 viability – A549 cytotoxicity, counter-screen for Nrf2 inhibitors; A549 ARE-Fluc cells, CellTiter-Fluor viability, 18-24 h; Potency, µM (highest dose often 46 µM), for the others: top-dose activity change, negative = cytotoxicity, actives largely listed as inhibitors; 0.16% of 390,000 active; AID 504648; further: potency means the concentration at half of the fitted maximal effect; on the % scale 0 is the no-effect control and ±100 the full control effect
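A549 ARE-Fluc cells in 5% FBS OPTI-MEM, 5000 cells/well, rested 2 h then exposed to compounds in concentration-response for 18-24 h at 37 °C. Viability by CellTiter-Fluor fluorescence (Ex 405/Em 525) after 30 min; luciferase luminescence (BugLite, 15 min, RT) read afterwards.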
MmCpn inh – M. maripaludis TRiC chaperonin inhibition. purified Mm-Cpn ATPase, ADP Transcreener TR-FRET. Potency, µM (highest dose often 76.9 µM), inactives show at the highest dose activity, negative = inhibition, hits mostly inhibitors. 0.031% of 330,000 active; further: potency means the concentration at half of the fitted maximal effect; on the % scale 0 is the no-effect control and ±100 the full control effect; nearly all actives have a fitted effect of over 80% in size
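Eu-cryptate anti-ADP/ADP-d2 competition gives a ratio inversely related to ADP. Enzyme at 25 nM was pre-exposed to compound for 10 min, then given 10 uM ATP for 30 min, 37°C throughout.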
An asterisk follows results filed as active; i = inactive; ? = inconclusive; / = no result given; & = joins results of further samples; [ ] = another dose, or the depositor's remark. Unless noted, the call rests on the fitted dose curve; in most records, active means well fitted curve in the direction sought with a large enough effect; inconclusive means small, poorly fitted or top-dose-only effect, or another doubt; inactive means no such curve, though single readings can be large; an effect the other way counts as inactive or inconclusive. Some of the compounds tested (hit frequency here may not be typical).

SMILES	CCT modulator	TGFb inhibitor	EPAC2 antagonist	Nrf2 ARE act	Nrf2 block	pAkt inh	EPAC2 agonist	A549 viability	MmCpn inh
S=C1NC(c2cccs2)=CC(c2ccc(Br)cc2)N1 (configuration not stated)	-1.5	-29%	3%	8.9%	-11%	i	7%	5%	-3%
Cc1cc(=O)n2[nH]c(C)cc2n1	1.3	23%	3%	0.4%	-12%	i	12%	3%	-1%
O=C(/C=C/c1ccco1)N(Cc1ccccc1)C1CCS(=O)(=O)C1 (configuration not stated)	-2.9	21%	-4%	3.7%	0%	i	17%	-1%	1%
O=C(CSc1oc(-c2ccccc2)nc1S(=O)(=O)c1ccc(Br)cc1)NC1CCCCC1	/	0%	/	1.9%	?	/	/	0%	/
COc1ccc(C2CC(c3cccc(F)c3)=NN2c2ccc(S(N)(=O)=O)cc2)cc1 (configuration not stated)	-0.7	11µM*	7%	-0.1%	?	i	-1%	-3%	-5%
O=[n+]1c2c(n([O-])c3c1CCC3)CCCC2	-0.5	-3%	1%	-0.2%	9%	i	4%	-1%	1%
COc1cc(NC(=O)COc2cc(C)cc3oc(=O)c(C)c(C)c23)cc(OC)c1OC	-0.7	0%	-11%	0.4%	6%	i	-17%	6%	0%
Cc1ccc(NC(=O)c2ccc(NCCCN3CCC(C)CC3)c([N+](=O)[O-])c2)c(C)c1	0.0	?	-18%	0.7%	29%	i	-6%	-2%	0%
N#C/C(=N\Nc1c(Cl)cccc1Cl)C(=O)NN	0.2	?	14%	0.4%	14%	i	3%	-10%	-1%
CCOC(=O)c1c(-c2ccccc2)oc2ccc(O)c(CN3CCOCC3)c12	-3.2	-12%	-15%	4.8%	?	i	19%	-8%	-7%
Cc1cc(-c2ccc(C)c(S(=O)(=O)N3CCC(C)CC3)c2)on1	/	?	/	-0.8%	?	/	/	13%	/
Nc1nc(SCc2nc3scc(-c4ccccc4)c3c(=O)[nH]2)n[nH]1	-1.9	25%	0%	2.5%	-1%	i	6%	1%	3%
O=C(COC(=O)c1cc(S(=O)(=O)N2CCOCC2)ccc1F)Nc1ccc(Cl)cn1	1.6	-12%	4%	2.9%	1%	i	6%	2%	-1%
O=C(CSc1nnc(CNc2ccc(F)cc2)o1)N1CCCc2ccccc21	-0.3	-3%	0%	0.4%	11%	i	10%	-3%	1%
Cc1ccc(CNc2nc(N)c([N+](=O)[O-])c(Nc3cccc(F)c3)n2)cc1	-1.0	-3%	2%	-0.1%	-14%	/	-5%	-2%	1%
CNc1cccc(-c2ccc(C(C)=O)s2)n1	-1.3	26%	11%	18%	/	i	12%	/	/
Cc1ccccc1NC(=O)c1cc(-c2ccco2)nc2ccccc12	-0.7	1%	4%	11%	-16%	i	1%	4%	/
Cc1cc(C(=O)NNC(=S)NCc2ccco2)nn1C	-0.2	3%	14%	-0.7%	25%	i	-2%	1%	1%
Cc1cc(C)c(S(=O)(=O)Nc2ccnc(-c3cccnc3)n2)c(C)c1	-1.0	1%	3%	-0.6%[9.22 µM]	-9%	i	2%	2%	1%
COC(=O)CCCC(=O)N1CCC(n2nccc2NC(=O)CCOc2ccccc2)CC1	-2.0	0%	-11%	3.7%	10%	i	-1%	-5%	-1%
O=C(COC(=O)c1cc[n+]([O-])cc1)Nc1ccc(SC(F)F)cc1	-2.7	-5%	8%	1.2%	23%	i	10%	2%	1%
O=C(Nc1ccccc1)c1cc([N+](=O)[O-])ccc1NCc1cccnc1	1.3	?	-13%[57.1 µM]	5.5%	?	i	10%	-23%	2%
CCOc1ccc(CNC(=O)c2oc3c(c2C)-c2nn(Cc4cccc(Cl)c4)cc2CC3)cc1	/	-26%	/	0.4%	4%	/	/	11%	/
C#CCN(C[C@@H]1[C@@H](OC(=O)NCc2ccco2)[C@@H](OC(=O)NCc2ccco2)CN(C(=O)OC(C)C)N1C(=O)OC(C)C)S(=O)(=O)c1ccc(C)cc1	2.8	?	3%	0.2%	/	i	4%	/	/
O=C(COC(=O)CCC1CCCC1)Nc1ccc(F)cc1	-1.7	-7%	4%	0.3%	4%	i	-6%	-2%	-6%
CN(C)c1cccc2c(/C=N/O)ccc(N(C)C)c12	-1.2	18%	-8%	0.3%	-1%	i	6%	2%	-3%
CC(CCc1ccccc1)NC(=O)COC(=O)c1cccnc1Cl (configuration not stated)	-16	-3%	22%	-0.8%	5%	i	8%	7%	-1%
CCCN(CC(=O)Nc1ccccc1C)C(=O)COc1c(Cl)cccc1Cl	0.1	4%	9%	-0.6%	-6%	i	-11%	-8%	-1%
Cc1cc(C(=O)NC(C)c2ccncc2)cs1 (configuration not stated)	-5.9	-12%	-1%	0.0%	/	/	9%	-6%	0%
CC1=C(C(=O)N(C)C)CC(CC(=O)NCC2CCCCC2)C(=O)N1Cc1ccccc1 (configuration not stated)	1.9	9%	3%	-0.2%	/	i	11%	/	/
O=C(NCCC1CCCCN1S(=O)(=O)c1ccc(F)cc1)C(=O)NCc1ccccn1 (configuration not stated)	0.1	16%	4%	2.6%	?	i	-7%	-1%	-2%
CCc1nnc(NC(=O)CC(=O)Nc2ccccc2C(=O)O)s1	0.4	-27%	-3%	-0.2%	/	i	10%	0%	0%
O=C(Cc1ccccc1[N+](=O)[O-])NNC(=O)c1ccncc1	-5.5	-7%	1%	-0.1%	11%	i	9%	2%	-3%
Cc1ncc(C(O)c2ccccc2)n1Cc1ccccc1 (configuration not stated)	0.0	2%	1%	-0.9%	/	i	-2%	/	/
CC(=O)c1c[nH]c(C(=O)NC2CCCCCC2)c1	-4.9	4%	9%	0.0%	5%	i	1%	-3%	1%
CSCCC(NC(=O)c1ccccc1)C(=O)OCC(=O)N(C)CCC#N (configuration not stated)	-1.1	-2%	2%	0.0%	-4%	i	-2%	13%	-6%
Cc1ccc(CC(NC(=O)C2CCCCC2)C(=O)O)cc1 (configuration not stated)	-5.9	?	0%	-0.1%	2%	i	10%	1%	0%
C=C(C)c1cccc(C(C)(C)NC(=O)N2CCC(C(N)=O)CC2)c1	0.3	1%	24%	0.2%	5%	i	4%	1%	-11%
CN(Cc1nccn1C)C(=O)c1cc(COc2cccc(C(F)(F)F)c2)on1	-4.4	0%	0%	3.6%	-6%	i	-4%	?	0%
Cc1nonc1OCCCNc1ccc([N+](=O)[O-])cc1Cl	-4.0	3%	1%	2.0%	?	i	12%	-4%	-6%

Full records from above. Values in the order: CCT modulator	TGFb inhibitor	EPAC2 antagonist	Nrf2 ARE act	Nrf2 block	pAkt inh	EPAC2 agonist	A549 viability	MmCpn inh
O=C(Cc1ccccc1[N+](=O)[O-])NNC(=O)c1ccncc1 is listed with -5.5	-7%	1%	-0.1%	11%	i	9%	2%	-3%
O=C(COC(=O)c1cc[n+]([O-])cc1)Nc1ccc(SC(F)F)cc1 is listed with -2.7	-5%	8%	1.2%	23%	i	10%	2%	1%

Additional results.
SMILES	CCT modulator	TGFb inhibitor	EPAC2 antagonist	Nrf2 ARE act	Nrf2 block	pAkt inh	EPAC2 agonist	A549 viability	MmCpn inh
O=C(C1CCC(CNS(=O)(=O)c2cccs2)CC1)N1CCN(c2ccc(Cl)cc2)CC1 (configuration not stated)	-6.6	?	1%	7.1%&-0.1%	8.2µM*	i	9%	?	-25%
CC(=O)c1cc2c(cc1NC(=O)CCNC(=O)c1ccccc1Cl)OCO2	-1.3	-3%	-2%	0.2%	-14%	i	6%	-2%	0%
O=C(COC(=O)/C=C/c1ccc(F)cc1)NCc1cccs1	0.1	3%	2%	-0.4%	17%	i	8%	0%	-3%
CCCNC(=O)C[C@H]1C[C@H]2c3cc(NC(=O)Nc4ccc(F)cc4)ccc3O[C@H]2[C@@H](CO)O1	-1.3	9%	13%	-1.0%	/	i	-5%	/	/
O=C(COc1ccc(Cl)cc1)c1ccc(O)cc1O	-0.4	-16%	-19%	3.4%	7.3µM*	i	0%	-15%	-7%
COC(=O)C1(S(=O)(=O)c2ccc(C)cc2)CCOCC1	0.2	2%	3%	-0.4%	3%	i	6%	11%	-23%
COc1ccc(C2CC(c3cccc(OC)c3OC)n3nnnc3N2)cc1 (configuration not stated)	-0.1	12%	3%	0.8%	5%	i	3%	-1%	-2%
CC(=O)c1ccc(NC(=O)CC2Sc3ccccc3NC2=O)cc1 (configuration not stated)	/	-8%	/	5.0%	14%	/	/	-3%	/
O=C(CSc1nnc(NC(=O)c2c(F)cccc2F)s1)Nc1ccccc1F	-1.5	-1%	-4%	0.2%	1%	i	7%	-4%	-1%
Cc1ccc(N/C=C/C(=O)c2sc(-c3ccccc3)nc2C)cc1	-2.3	5%	9%	0.4%	5%	i	-38%[inhibitor]	?	-10%
NC(=O)C1CCN(C(=O)CSc2nc3ccccc3o2)CC1	1.1	-1%	9%	3.1%	-5%	i	2%	3%	-2%
O=C(CN1C2=NCCN2c2ccccc21)c1ccc(Br)cc1	0.2	?	2%	0.7%	/	i	-3%	-4%	-3%
NC(=S)N/N=C/c1ccc(Br)o1	-1.4	?	7%	-0.1%	-17%	i	6%	0%	1%
CN(C)S(=O)(=O)NCc1ccc2c(c1)OCO2	1.3	9%	3%	-0.3%	-18%	i	0%	-8%	-1%

Quoted from the listing.
Entry of O=C(COc1ccc(Cl)cc1)c1ccc(O)cc1O under EPAC2 antagonist: -19%
Entry of CN(C)S(=O)(=O)NCc1ccc2c(c1)OCO2 under TGFb inhibitor: 9%
Entry of NC(=O)C1CCN(C(=O)CSc2nc3ccccc3o2)CC1 under EPAC2 agonist: 2%
Entry of CC(=O)c1ccc(NC(=O)CC2Sc3ccccc3NC2=O)cc1 (configuration not stated) under Nrf2 ARE act: 5.0%
Entry of O=C(CSc1nnc(NC(=O)c2c(F)cccc2F)s1)Nc1ccccc1F under Nrf2 block: 1%

Screening results deposited in PubChem BioAssay by National Center for Advancing Translational Sciences (NCATS).
